# CF NFkB block = blocks PAF-induced NF-kB reporter in cystic fibrosis cells | inhibition, % at 5 µM | KKLEB NF-kB-GFP reporter, GFP fluorescence overnight | 360,000 tested, 0.86% active;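 active = at least 50% inhibition at 5 µM, scaled per plate between neutral and stimulator controls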;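 also: PAF is a Pseudomonas aeruginosa culture filtrate used as stimulus; plate controls were PAF-stimulated DMSO wells for no effect and unstimulated DMSO wells for full effect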
# Peg3 prom inh = inhibitors of Peg3 promoter; 360,000 tested, 1.7% active; AID 588405; HeLa PEG-Prom luciferase reporter, luminescence, overnight; inhibition, % at 20 µM;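 active = inhibition of at least 50% at 20 µM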
# C8 TRAIL sens = caspase-8 TRAIL sensitization | 360,000 tested, 1% active | inhibition (viability loss, TRAIL sensitization), % at 10 µM | NB7+C8 cells + TRAIL, ATPlite viability luminescence;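 active = compounds causing at least 50% loss of cell viability in the single-dose screen, relative to plate controls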
# TWEAK-Fn14 inh = TWEAK-Fn14 signaling inhibition; TWEAK-stimulated Fn14 reporter cells, luciferase luminescence, 8 h; inhibition, % at 10 µM; 360,000 tested, 2% active; AID 1159606; in the data active = inhibition above about 50%
# TRPM1 prom inh = inhibitors of MITF-driven TRPM1 promoter in melanoma cells; inhibition, % at 12.5 µM; AID 488899; SK-MEL-5 TRPM1 promoter luciferase, 24 h; 330,000 tested, 0.83% active;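 active = mean inhibition across replicates of 60% or more, whatever share of single replicates reaches that level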; also: values of inactives mirror those of a sister screen read the other way
# NR2E3 ag-1 = human photoreceptor-specific nuclear receptor agonism. Q9Y5X4. CHO-S Gal4-NCOR/VP16-NR2E3 two-hybrid, luciferase. inhibition of corepressor binding, % at 3.98 µM. 360,000 tested, 0.35% active. AID 602229;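 active = inhibition above the mean of all tested compounds plus 3 SD, cut at about 70% in these data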;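 also: 0% = DMSO with NR2E3 transfected cells and 100% = cells lacking NR2E3 construct; higher means lower luciferase signal from less NR2E3 corepressor binding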
# Target sequence (Q9Y5X4 whole entry, looked up, the tested form may be a part): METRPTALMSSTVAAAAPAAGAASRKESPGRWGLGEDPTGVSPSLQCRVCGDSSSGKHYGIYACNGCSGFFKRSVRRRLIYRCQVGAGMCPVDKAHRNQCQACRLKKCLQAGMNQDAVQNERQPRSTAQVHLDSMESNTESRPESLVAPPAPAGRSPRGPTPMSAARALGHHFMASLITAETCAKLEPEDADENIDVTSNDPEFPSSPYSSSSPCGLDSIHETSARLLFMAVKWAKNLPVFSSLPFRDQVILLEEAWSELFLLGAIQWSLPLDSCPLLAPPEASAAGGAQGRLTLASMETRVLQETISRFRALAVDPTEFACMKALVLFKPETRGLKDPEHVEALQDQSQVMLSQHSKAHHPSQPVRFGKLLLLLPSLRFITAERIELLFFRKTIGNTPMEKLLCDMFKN
# TROY NFkB inh = TROY signaling inhibition | Q293 LMP1-TROYcd NF-kB luciferase reporter, 4 h | inhibition, % at 10 µM | 360,000 tested, 0.98% active | AID 1347056;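 active = compounds whose plate-normalised and pattern-corrected inhibition of the luciferase reporter signal at the single screening dose is 50% or more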
# NR2E3 ag-2 = activates human photoreceptor nuclear receptor NR2E3; GST-NR2E3/biotin-RetCOR TR-FRET, 1536-well; inhibition of corepressor binding, % at 4.78 µM; 320,000 tested, 0.12% active; AID 2300;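 active = percent inhibition above the cutoff of mean plus 3 SD of all tested compounds, set per screening campaign, cut at about 20% in these data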;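 also: 0% = DMSO wells and 100% = biotin wells as full block of FRET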
#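 System: GST-NR2E3 and biotin-RetCOR proteins; probe or stimulus: 7 nM biotin-RetCOR; doses: compound at 4.8 µM, single dose; schedule: Compound–protein incubation for 5 h at 4 °C; detection: time-resolved FRET; read-out: percent inhibition; controls: biotin wells as high control, 0.6% DMSO wells as low control; format: 1536-well plates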
# Shn3 3UTR inh = reduces Shn3 3'UTR luciferase signal in osteoblasts. Clone20 osteoblast Shn3 3'UTR firefly luciferase, 24 h. inhibition, % at 12.5 µM. 360,000 tested, 0.52% active. AID 588674;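 active = mean inhibition of at least 75% with every replicate also reaching 75%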;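 also: 0% = median of neutral control wells and 100% = pilot-screen positive control compound; some compounds past the cut are filed as inactive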
# HIF-2a block = HIF-2a inhibition; 786-0 RCC cells HIF-2a reporter, luciferase luminescence, overnight; inhibition, % at 18.8 µM; 360,000 tested, 0.72% active; AID 624352;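 active = inhibition of the luminescence signal of 40% or more relative to plate controls, in a single-dose primary screen at 18.75 µM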
# KKLEB tox = reduces viability of KKLEB cystic fibrosis airway cells; KKLEB CF airway cells viability, ATPlite luminescence, overnight; stronger effect = lower value; cells stimulated with P. aeruginosa culture filtrate; activity change (cytotoxicity), % at 5 µM; 360,000 tested, 0.36% active; AID 602141;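 active = corrected activity change at or below -50% at 5 µM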
# Starred values were filed as active, the others as inactive; . = no result given.
canonical_smiles	NR2E3 ag-1	TWEAK-Fn14 inh	NR2E3 ag-2	TRPM1 prom inh	CF NFkB block	KKLEB tox	HIF-2a block	Peg3 prom inh	C8 TRAIL sens	Shn3 3UTR inh	TROY NFkB inh
Cc1cccc(-n2ncc3c2CCCC3NC(=O)C2=CC(=O)CC(C)(C)O2)c1C (stereo not given)	24.1	-1.6	1.7	18.6	23.1	0.8	-12.1	-6.0	13.6	78.2	6.8
CCOC(=O)c1nn(-c2ccccc2C)c(=O)c(C#N)c1C	-3.5	-8.3	1.8	7.7	0.9	-7.7	8.1	-2.2	-5.2	0.0	-3.5
COc1ccccc1C(=O)N/C(=C\c1cn(C)c2ccccc12)C(=O)NCCN1CCOCC1	7.4	15.2	.	.	-1.6	8.5	6.8	-4.6	6.9	6.0	-2.4
N#CC(C#N)=c1ccc2c(c1)NC1(CCCCC1)N=2	12.8	30.0	-37.0	37.9	-4.1	-3.0	-0.3	-10.6	-7.8	8.9	8.9
CCOC(=O)CNC(=O)c1nn(-c2cccc(OC)c2)c(=O)c2ccccc12	-8.9	-0.6	2.0	-1.3	-10.8	6.8	17.3	-2.4	-0.8	-10.5	-15.8
COCCNC(=O)C1(C)CCCN(Cc2ccc(-c3ccccn3)cc2)C1 (stereo not given)	-18.6	-11.8	.	.	-7.9	21.6	5.0	-5.4	0.0	6.9	-2.7
COc1cc(/C=N/Nc2ccc(S(N)(=O)=O)cc2[N+](=O)[O-])cc(OC)c1O	14.3	-49.6	-4.5	5.0	-15.8	20.6	8.5	20.0	15.6	5.0	59.3*
Cn1c(=O)c2cc(NC(=O)NCc3ccc(F)cc3)ccc2n1C	0.2	-10.6	.	.	-12.2	3.8	-9.9	-19.0	24.4	6.0	-8.8
CCN1C[C@@H]2[C@@H]3C(=O)N(C)C(=O)[C@@H]3[C@](CC)(C(=O)OC)N2C1=NC	-42.1	9.3	.	-0.3	8.9	0.3	-3.5	4.1	5.6	-3.0	-5.5
Cc1cccc(N2CCN(C(=O)c3cc4n(n3)C(C(F)(F)F)CC(c3ccco3)N4)CC2)c1C (stereo not given)	15.1	-15.9	3.0	3.7	-4.3	-1.8	7.2	-13.0	-7.8	14.5	0.8
CCc1ccc(CN2CCC(C(=O)Nc3cccc(-c4nnc(C)s4)c3)CC2)o1	-25.6	3.3	0.7	10.1	-15.7	6.0	11.4	15.6	17.5	7.4	11.8
O=C(O)CC1(CC(=O)Nc2ccccc2Br)CCCC1	25.1	14.9	-2.1	-10.2	0.6	6.4	19.4	17.8	0.4	-6.4	-10.4
Cn1ccnc1C(=O)c1cc(=O)c2ccccc2o1	0.6	0.0	-1.7	-22.1	3.9	3.1	-132.4	-80.3	-8.9	-65.1	3.9
CCCCc1cc(=O)oc2cc(OCC(=O)N3CCC(C(=O)O)(c4ccccc4)CC3)ccc12	-51.6	-13.5	1.8	12.0	1.8	5.8	6.3	11.7	-1.9	2.9	-8.3
O=C(CSc1nc2ccccc2c(=O)n1-c1ccccc1)NC(=O)CN1CCCC1=O	-18.1	-1.2	3.8	-5.5	11.0	0.0	2.6	5.4	7.0	1.1	-10.7
CN1[C@@H](CC(=O)c2ccccc2)CCC[C@H]1C[C@H](O)c1ccccc1	-23.4	-5.3	.	-4.2	15.1	3.7	1.0	-4.3	-1.0	-27.0	-1.0
Oc1cccc(C=NCc2ccccc2)c1	-3.4	1.9	2.9	5.5	-5.6	5.6	14.5	16.5	-9.5	-6.2	-1.0
O=C1NC2(CCCCC2)C(=O)N1CCS(=O)(=O)Oc1ccc(Br)cc1	0.1	-6.0	3.4	2.4	-5.3	-5.9	10.0	8.0	0.0	12.1	-16.0
CC(C)OC(=O)c1c(NC(=O)C2CC=CCC2C(=O)O)sc2c1CCCCC2 (stereo not given)	-0.6	2.9	2.0	0.5	-18.0	11.3	9.6	9.2	-37.8	-0.9	14.6
C=CCNC(=O)C(=O)NCC(c1ccc2c(c1)OCO2)N1CCN(c2ccc(F)cc2)CC1 (stereo not given)	-3.6	-19.2	1.8	4.0	15.6	6.1	-3.5	-3.8	1.4	-14.2	-23.2
CC(C)C[C@H]1CN(CCCC[C@@H]2CNC(=O)C(=O)N2CC2CCCCC2)C(=O)C(=O)N1CC1CCCCC1	-1.0	12.9	.	.	.	.	3.7	.	-19.1	.	-12.7
O=C(C[n+]1ccccc1)NNc1ccccc1	15.1	8.7	0.6	-6.1	-1.6	-9.9	5.7	2.9	-24.9	20.9	-11.7
CN1C(=O)CC(C(=O)Nc2ccc(F)cc2)SC1=Nc1ccc2c(c1)OCO2 (stereo not given)	9.5	-35.8	-3.5	-7.2	11.3	-10.1	-18.0	8.4	-9.5	-27.4	-2.3
Cc1nnc(N/N=C/c2cc([N+](=O)[O-])c(N3CCC(C)CC3)cc2N2CCC(C)CC2)n1N	-3.7	-34.6	-0.4	-4.3	16.1	-5.6	-3.2	0.5	-3.3	65.6	29.6
COC(=O)C1=C(C)Nc2c(c(=O)n(C)c(=O)n2C)C1c1ccncc1 (stereo not given)	-11.0	4.9	-0.5	-3.6	-7.1	3.7	16.0	6.5	-2.6	9.6	19.9
C(=N\N1CCN(Cc2ccccc2)CC1)/c1cccnc1	-6.4	17.2	-1.0	-1.0	14.2	3.6	-6.7	-10.8	-7.2	6.6	0.1
O=C(O)CN1C(=O)/C(=C\c2cc(Br)ccc2OCc2ccccc2Cl)SC1=S	28.4	-19.8	-0.1	10.3	4.5	-7.7	-21.8	-19.5	-13.5	-5.8	49.7
O=C(OCCN1CCCC1=O)c1cncc(Br)c1	-14.7	2.7	-0.5	-1.7	20.9	-8.0	10.4	1.4	-8.7	5.4	10.3
O=C(CSc1nnc(-c2ccccc2Cl)o1)Oc1ccc(Br)cc1	-2.2	9.9	3.1	-3.3	1.9	-5.9	9.6	-6.7	-9.2	3.6	0.2
Cc1nc(C(=O)NCc2ccccc2)sc1C1(C)CC(c2ccccc2)=NO1 (stereo not given)	-15.0	-12.7	1.0	2.0	-4.8	7.7	-8.6	3.0	-10.8	5.6	2.5

# Some entries already given, limited to Shn3 3UTR inh.
structure	Shn3 3UTR inh
CN1C(=O)CC(C(=O)Nc2ccc(F)cc2)SC1=Nc1ccc2c(c1)OCO2 (stereo not given)	-27.4
Cc1nnc(N/N=C/c2cc([N+](=O)[O-])c(N3CCC(C)CC3)cc2N2CCC(C)CC2)n1N	65.6

# Further records follow:
canonical_smiles	NR2E3 ag-1	TWEAK-Fn14 inh	NR2E3 ag-2	TRPM1 prom inh	CF NFkB block	KKLEB tox	HIF-2a block	Peg3 prom inh	C8 TRAIL sens	Shn3 3UTR inh	TROY NFkB inh
O=C(CSc1cn(CC(=O)N2CCCCC2)c2ccccc12)NCC1CCCO1 (stereo not given)	-14.2	6.1	0.1	-2.0	19.4	-11.2	8.8	-9.2	-3.2	3.3	3.7
Cc1cc(C)c(NC(=O)CSc2nnc(-c3ccccn3)n2N)c(Cl)c1	-6.7	-10.9	1.0	-6.1	-17.7	-2.3	2.1	0.9	9.6	1.0	-9.8
Clc1ccc2nc(-c3ccco3)c(Cc3ccccc3)n2c1	-41.6	28.5	.	.	37.3	-7.0	7.3	-20.8	3.9	-18.3	-0.3
CC1S/C(=C(\C#N)C(=O)NCc2ccco2)N(Cc2ccco2)C1=O (stereo not given)	-17.6	5.7	-0.3	3.0	-6.7	2.5	7.5	12.7	-1.1	0.8	17.7
COc1ccc(CNc2cc(C)ccn2)c(O)c1	-11.3	-7.7	-1.2	-5.6	1.8	0.3	-5.6	-9.5	-3.5	17.7	-15.1
N#CC1=C(N)Oc2n[nH]c(-c3cccs3)c2C1c1ccco1 (stereo not given)	-29.6	-29.6	1.6	8.1	-11.0	3.3	-25.4	-21.4	-7.4	8.5	24.3
CCOC(=O)C1CCN(c2cc(=O)n(C3CCCCC3)c(=O)[nH]2)CC1	-21.6	9.0	2.3	-5.7	-3.0	0.6	4.4	-6.2	-8.0	15.0	3.9
COc1ccc2oc(C(=O)NCC3CCCO3)c(C)c2c1 (stereo not given)	-139.1	-7.2	-0.2	-67.9	9.3	15.4	-186.8	-201.8	3.2	-129.4	-48.1
CCOc1ccc(NC(=O)CCS(=O)(=O)c2ccc(C)cc2)cc1	-5.5	4.1	-3.0	-33.7	-6.5	5.5	14.1	19.8	-16.7	4.9	-9.8
CN1C(=O)C(c2ccccc2[N+](=O)[O-])C(=O)c2ccccc21 (stereo not given)	-6.3	21.8	-1.6	0.7	3.8	-7.3	16.6	17.3	8.6	2.5	8.6
C=CCn1cc(-c2cccc(Cl)c2)cc(C#N)c1=O	10.8	-0.3	-0.8	2.3	3.7	1.1	14.0	10.4	-4.2	-11.5	18.0
CCOC(=O)N1CCN(C(=O)c2cn(CC)c3ccc(S(=O)(=O)N4CCC(C)CC4)cc3c2=O)CC1	-24.3	-10.3	2.8	-4.4	0.1	5.8	11.3	5.4	-3.0	2.3	0.2
CCN(C(=O)CN1CCN(c2ccccc2)CC1)c1c(N)n(Cc2ccccc2)c(=O)[nH]c1=O	-14.2	1.7	2.4	2.9	3.7	-30.0	-4.7	12.2	19.1	13.5	1.8
C1CN(CC2COC(CN3CCOCC3)CO2)CCO1 (stereo not given)	-21.7	-3.9	.	-1.6	20.5	-11.1	11.9	-2.8	4.1	-17.0	16.7
Cc1ccc(C)c(N2CCN(C(=O)CCc3nc(-c4ccccc4Br)no3)CC2)c1	-81.2	2.3	.	-60.2	-9.9	13.1	-165.7	-72.3	-0.4	-47.4	-7.2
CC1(c2ccccc2)CC(C)(C)N2C(=O)C(=O)c3cccc1c32 (stereo not given)	-4.4	17.9	-0.7	5.2	18.1	-8.5	17.3	14.1	-9.2	-14.0	-23.4
CCCN(CCC)S(=O)(=O)c1ccc(C(=O)OCCN2C(=O)c3cccc4c(N5CCOCC5)ccc(c34)C2=O)cc1	-3.0	48.5	-1.6	4.7	4.0	-9.4	7.3	37.2	19.7	-17.9	14.8
Cn1c2c(c3ccccc31)CCN=C2c1ccccc1	-18.2	-5.6	-0.2	7.5	9.1	-5.3	4.7	-0.1	-0.3	-1.2	4.1
CC(C)(C)c1ccc(C(=O)NNC(=O)C(=O)N2CCCCC2)cc1	2.5	-12.8	-0.2	-30.3	-4.9	-6.6	-54.4	-10.8	37.0	-12.0	-18.9
NNC(=O)c1ccc(OCC2CC(c3ccc(Cl)cc3)=NO2)cc1 (stereo not given)	-1.6	-9.5	-2.6	-7.9	-15.5	3.9	-105.9	-60.3	16.4	-4.9	-22.9
O=C(NCc1cccnc1)c1ccc(N2CCOCC2)c([N+](=O)[O-])c1	-28.9	1.9	0.8	13.2	15.8	4.9	14.9	-5.4	4.8	17.1	6.8

# An excerpt, so the mix of outcomes need not match the whole.
